# DRD3 agonist = qHTS of D3 Dopamine Receptor Agonist: qHTS | D(3) dopamine receptor (Homo sapiens), P35462 | D3R DiscoveRx beta-arrestin cells, luminescence, 90 min | max activation, % | 410,000 tested, 0.58% active; in the data active means max activation above about 30%; further: 0% is about no effect; mostly tested at two doses, the higher about 12 µM
#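 Cells at 1500/well, incubated overnight, then treated with pinned compounds (dopamine as control) for 90 min at 37 degrees C. DiscoveRx reagent added for 30 - 60 minutes at room temperature; luminescence read.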
# KB-V1 MDR tox = qHTS assay for MDR1-selective chemotherapeutics: Primary screen using the drug-selected MDR subline cells KB-V1; KB-V1 MDR cells viability, CellTiter-Glo, 72 h; Potency, µM (top dose mostly 46.1 µM), for inactives: at the highest dose activity change, negative = cytotoxicity, actives largely listed as cytotoxic; 400,000 tested, 3.4% active; AID 1347076, 2019; further: potency means the concentration at half of the fitted maximal effect; on the % scale 0 is the no-effect control and ±100 the full control effect; nearly all actives have a fitted effect of over 60% in size
#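 Cells of the MDR subline KB-V1 are plated, dosed with compound at multiple concentrations, and incubated 72 h at 37 degrees C; CellTiter-Glo is then added and luminescence read after 10 min.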
# DRD3 antagonist = qHTS of D3 Dopamine Receptor Antagonist: qHTS. D(3) dopamine receptor (Homo sapiens), P35462. max response, negative = inhibition, %. AID 652054, 2013. D3R cells, DiscoveRx beta-arrestin luminescence, antagonist mode; hits give low values. 360,000 tested, 2.5% active; in the data active means max response below about -50%; inconclusive means no clear call, values can overlap the other calls; further: on the % scale 0 is the no-effect control and ±100 the full control effect; mostly tested at two doses, the higher about 12 µM
#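 Cells expressing the human receptor were seeded at 1500 cells/well, incubated overnight at 37 degrees C in 5% CO2, then exposed to library compounds with dopamine controls for 90 minutes at 37 degrees C before luminescent detection.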
# GLP1R cytotox = qHTS of GLP-1 Receptor Inverse Agonists: Cytotox Screen | Potency, µM (top dose mostly 38.3 µM), for inactives: top-dose activity change, negative = inhibition, most hits filed as inhibitors | 410,000 tested, 0.13% active | HEK293 cAMP-luciferase reporter cells, luminescence, 24 h | AID 624418, 2012;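 further: loss of luciferase light is scored as toxicity; potency means the concentration at half of the fitted maximal effect; on the % scale 0 is the no-effect control and ±100 the full control effect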
#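 To flag toxic compounds, the library was rerun on cells for 24 hr at 37 deg C and 5% CO2. Viability-linked luminescence was captured 12 min after adding luciferase detection reagent.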
# aSyn rescue = qHTS of alpha-syn Inhibitors; Potency, µM (top dose mostly 46.1 µM), without a hit: at the top dose growth rescue (activation), usual class: activators; AID 652106, 2013; 370,000 tested, 0.14% active; Yeast expressing alpha-synuclein, growth rescue, BacTiter-Glo, 24 h; further: potency means the concentration at half of the fitted maximal effect; % of control where 0% means no effect; nearly all actives have a fitted effect of over 65% in size
#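 Readout is rescue of growth in alpha-synuclein-expressing yeast, so inhibitors of toxicity appear as activators. Growth after 24 hr at 30 deg C in galactose medium is quantified by luminescence.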
# PTHR1 agonist = qHTS for PTHR1 Agonists: Primary Screen | Potency, µM (top dose mostly 115 µM), for the others: at the top dose activation, actives largely listed as activators | AID 743266, 2014 | Parathyroid hormone/parathyroid hormone-related peptide receptor (Homo sapiens), Q03431 | HEK293 GP2 PTHR1 cells, GloSensor cAMP luminescence, 1 h | 410,000 tested, 0.075% active; further: potency means the concentration at half of the fitted maximal effect; nearly all actives have a fitted effect of over 55% in size; some results filed as inactive show a strong effect at the top dose; inactives centre near -15; many of its hits are not listed in these tables
# Target sequence (Q03431 whole entry, looked up): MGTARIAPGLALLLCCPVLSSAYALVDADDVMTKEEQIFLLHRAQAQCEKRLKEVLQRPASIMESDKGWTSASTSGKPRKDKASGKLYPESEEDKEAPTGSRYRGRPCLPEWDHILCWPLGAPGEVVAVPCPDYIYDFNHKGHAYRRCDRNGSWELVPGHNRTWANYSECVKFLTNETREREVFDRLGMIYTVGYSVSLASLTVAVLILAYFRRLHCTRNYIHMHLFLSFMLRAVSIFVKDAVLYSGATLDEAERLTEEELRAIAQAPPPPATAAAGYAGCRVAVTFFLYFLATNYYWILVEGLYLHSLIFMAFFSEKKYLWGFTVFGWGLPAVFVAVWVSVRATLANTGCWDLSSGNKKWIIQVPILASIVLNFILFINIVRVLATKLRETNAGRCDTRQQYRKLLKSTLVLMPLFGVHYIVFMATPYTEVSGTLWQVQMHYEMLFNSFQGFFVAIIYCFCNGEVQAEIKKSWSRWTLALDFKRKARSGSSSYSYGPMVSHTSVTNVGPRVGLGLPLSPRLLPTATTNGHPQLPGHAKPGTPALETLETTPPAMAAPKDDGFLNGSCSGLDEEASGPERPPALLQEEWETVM
#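 HEK-293-derived GP2 cells expressing PTHR1 and a GloSensor cAMP reporter, 3,000/well, plated overnight, given luciferin plus IBMX (each 0.5 mM as added) for 1 h at 37 °C, then compound for 1 h at 37 °C. Luminescence was read after 15 min at room temperature.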
# GLP-1R inv ag = qHTS of GLP-1 Receptor Inverse Agonists (Inhibition Mode); AID 624417, 2012; 410,000 tested, 1.6% active; HEK293 GLP-1R CRE-luciferase, luminescence, 24 h; GLP-1R form is constitutively active; Potency, µM (highest dose often 38.3 µM), for inactives: top-dose activity change, negative = inhibition, usual class: inhibitors; Glucagon-like peptide 1 receptor (Homo sapiens), P43220; further: potency means the concentration at half of the fitted maximal effect; on the % scale 0 is the no-effect control and ±100 the full control effect; nearly all actives have a fitted effect of over 55% in size
# Target sequence (P43220 whole entry, looked up): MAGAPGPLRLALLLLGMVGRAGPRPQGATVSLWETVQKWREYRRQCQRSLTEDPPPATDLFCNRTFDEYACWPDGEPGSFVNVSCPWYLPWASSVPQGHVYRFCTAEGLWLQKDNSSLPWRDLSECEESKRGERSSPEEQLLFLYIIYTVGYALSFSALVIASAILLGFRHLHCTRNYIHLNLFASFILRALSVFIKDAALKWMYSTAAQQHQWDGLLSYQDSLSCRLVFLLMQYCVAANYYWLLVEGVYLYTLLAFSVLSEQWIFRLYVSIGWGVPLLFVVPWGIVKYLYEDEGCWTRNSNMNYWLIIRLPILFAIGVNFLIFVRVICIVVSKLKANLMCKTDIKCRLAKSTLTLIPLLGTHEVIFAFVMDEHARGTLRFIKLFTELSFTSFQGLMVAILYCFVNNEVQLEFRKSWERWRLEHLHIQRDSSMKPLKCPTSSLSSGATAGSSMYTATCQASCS
#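 GLP-1R inverse agonism mode: basal reporter luminescence in engineered HEK293 cells measured after one day of compound exposure at 37 deg C, with a 12 min room-temperature detection step.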
# TDP43 rescue = qHTS of TDP-43 Inhibitors; Potency, µM (doses to about 46.1 µM), for inactives: at the highest dose growth rescue (activation), actives largely listed as activators; TDP-43 expressing yeast growth rescue, BacTiter-Glo, 24 h; AID 652104, 2013; 410,000 tested, 1.8% active; further: potency means the concentration at half of the fitted maximal effect; % of control where 0% means no effect; nearly all actives have a fitted effect of over 50% in size
#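 Galactose-induced TDP-43 yeast, OD600=0.02, compound pinned; 24 hr, 30 deg C; BacTiter-Glo luminescence for growth. Inhibitors of TDP-43 toxicity read as activators.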
# GLP-1R agonist = qHTS of GLP-1 Receptor Agonists; Glucagon-like peptide 1 receptor (Homo sapiens), P43220; HEK293 GLP-1R CRE-luciferase, luminescence, 4-6 h; cells express a hypersensitive GLP-1R form; Potency, µM (doses to about 45.6 µM), for inactives: top-dose activation, actives largely listed as activators; 380,000 tested, 0.007% active; AID 624172, 2012; further: potency means the concentration at half of the fitted maximal effect; % of control where 0% means no effect
# Active calls of the source: *; i = inactive; ? = inconclusive; nt = not tested or not shown; & = joins results of further samples; [ ] = dose if it differs, or a comment. Unless noted, the call rests on the fitted dose curve; in most records, active means well fitted curve in the direction sought with a large enough effect; inconclusive means small, poorly fitted or top-dose-only effect, or another doubt; inactive means no such curve, though single readings can be large; an effect the other way counts as inactive or inconclusive. Only part of the results is shown; count on the stated rates, not on these rows.
SMILES,DRD3 agonist,KB-V1 MDR tox,DRD3 antagonist,GLP1R cytotox,aSyn rescue,PTHR1 agonist,GLP-1R inv ag,TDP43 rescue,GLP-1R agonist
O=C(O)C1CCN(C(=O)CSc2nc3cc(Cl)ccc3c(=O)n2Cc2ccccc2)CC1,27.6,-16.2%,170.3,-7.3%,2.5%,i,13.6%,14.9%,8.2%
O=S(=O)(Nc1cc(S(=O)(=O)N2CCCC2)ccc1O)c1ccc(Cl)s1,-4.6,4.0%,-6.7,-6.7%,-0.9%,i,-16.7%,0.0%,4.4%
Cc1ccc(-n2nc3c(=O)n(CCCC(=O)NCc4ccc(F)cc4)nc(C)c3c2C)cc1,-13.0&-9.3,-10.5%,-20.4,-2.2%&-1.4%,-2.8%,-22.0%&13.1%,?,1.2%&-12.7%,12.3%
O=C(CCCCn1c(=O)c2ccccc2n(Cc2ccc(Cl)cc2)c1=O)NCc1ccco1,-10.8,4.61µM*,20.3,?,0.6%,-18.0%,-13.7%,4.6%,14.2%
O=C(NCCc1ccccc1)c1ccc(Cl)cc1[N+](=O)[O-],-2.6,15.5%,4.2,2.1%,1.8%,-18.7%,-2.3%,11.2µM*,-1.0%
Cc1cccc(/C=N/NC(=O)CC(=O)NCCc2ccccc2)c1,4.6,-16.3%,5.6,-3.7%,1.4%,i,16.1%,-11.0%,7.0%
Cc1cccc(C)c1NC(=S)N(CCc1ccncc1)C(C)C,8.2,-8.8%,13.9,-4.9%,-1.2%,i,0.5%,-24.6%,-0.4%
Cc1cccc(NC(=O)c2cccc(NC(=O)c3ccco3)c2)c1,-12.3,-19.5%,?,-12.4%,-22.1%,-31.6%[inhibitor],-3.9%,nt,5.1%
CC(CCc1ccccc1)NC(=O)CN1CCSc2ccccc21 (stereo not drawn),-8.3,?,5.6,6.6%,2.0%,-7.1%,?,-10.1%,6.1%
O=c1oc2ccccc2c(Cl)c1CN1CCCCC1,-21.4,-24.0%,-76.3*,-13.0%,0.3%,-52.8%[inhibitor],3.1%,25.2%,4.1%
O=C(O)CNC(=O)/C(=C\c1ccco1)NC(=O)c1ccco1,-3.1,13.1%,13.6,-8.5%,-0.3%,i,11.0%,-1.9%,-4.9%
CC(Cc1ccccc1)NC(=O)c1cc2ccccc2o1 (stereo not drawn),0.2,-4.0%,4.1,-0.2%,2.6%,-1.0%,?,-7.6%,21.3%
O=C(CSc1ccc2ccccc2c1Br)Nc1cccc(S(=O)(=O)NC2=NCCCCC2)c1,-1.9,-2.2%,-26.2,-30.6%,-2.1%,-48.8%,?,-5.5%,2.8%
O=C(O)c1ccc(C(=O)c2ccc3c(c2)C(=O)N(CC2CCCO2)C3=O)cc1 (stereo not drawn),-8.7,-4.6%,-12.9,9.2%,2.6%,-26.0%,1.8%,-2.6%,-6.6%
CCCn1c(CN(Cc2ccccc2)Cc2ccccc2)nc2c1c(=O)n(C)c(=O)n2C,11.4,15.2%,43.0,4.6%,1.0%,-44.7%[inhibitor],-5.6%,?,5.6%
CC[C@H](C)NC(=O)c1ccc(Cn2c(=S)[nH]c3c([nH]c4ccc(OC)cc43)c2=O)cc1,2.8,-5.2%,8.5,-8.3%,2.5%,i,50.7%[activator],28.6%,1.4%
CN1C(=O)Cc2cc(S(=O)(=O)NCCc3ccccc3)ccc21,-0.9&5.6,-3.2%&5.5%,-11.1,-5.2%&-13.5%,-0.4%,i,11.2%&4.0%,?,7.7%
CCn1c(SCC(=O)OC)nnc1-c1ccc(C)cc1,-2.0,?,-5.4,-0.6%,-2.3%,i,14.2%,-9.2%,5.6%
O=c1[nH]c(=O)n(C2CCCO2)cc1F (stereo not drawn),4.2,17.4%,0.0,1.3%,0.4%,-24.1%,9.0%,13.8%,-0.2%&-3.7%
Cc1ccc(C2=Nc3ccccc3N=C(c3ccc([N+](=O)[O-])cc3)C2)c(O)c1,0.7,-1.3%,8.2,-5.6%,-13.6%,-8.5%,16.0%,14.1%,-2.3%
CCC1CCCCN1C(=S)NCc1ccccc1 (stereo not drawn),-8.5,-6.7%,-16.4,-0.4%,-7.8%,i,-16.2%,26.7%,0.0%
COc1ccccc1Cn1c(SCC(N)=O)nc2c(oc3ccccc32)c1=O,9.3,24.0%,-20.8,1.1%,1.0%,i,14.9%,13.8%,-1.0%
COc1ccc(CCCc2nnc(SCC(=O)Nc3ccc(C)cc3C)o2)cc1,-4.4,0.0%,nt,3.7%,nt,-31.0%[inhibitor],?,12.4%,0.2%
CCCNS(=O)(=O)c1ccc(OCC(=O)Nc2ccc3c(c2)OCCO3)cc1,-5.5,12.6%,-20.1,5.2%,2.7%,-10.1%,-0.8%,-21.1%,-1.8%
CC(C)Cn1cc(NC(=O)N2CCN(c3cccc(Cl)c3)CC2)c2ccccc2c1=O,-2.8,21.6%,nt,-8.5%,0.2%,i,?,21.4%,-2.6%
COc1ccc(C(=O)NCCn2nc(C)cc2C)cc1OC1CCN(C(C)=O)CC1,1.9,5.8%,10.3,-0.4%,2.2%,-10.6%,17.0%,-3.6%,3.5%
Cc1ccc(CCNC(=O)c2cc3n(n2)CCCN(Cc2ccc(C)cc2)C3=O)cc1,10.7,-9.6%,nt,-2.5%,nt,-35.9%[inhibitor],-5.2%,10.1%,nt
CCn1c(CN2CCCCC2)nc2cc(NC(=O)c3cccc([N+](=O)[O-])c3)ccc21,-5.4,-10.9%,nt,-12.2%,nt,-13.2%,?,11.3%,nt
COC(=O)c1sc(NC(=O)COc2cccnc2[N+](=O)[O-])c(C(=O)OC)c1C,-0.6,-12.6%,17.2,6.6%,2.2%,-7.1%,11.4%,4.6%,4.2%
Cc1ccc2nc(SCC(=O)Nc3ncccn3)[nH]c2c1,-3.8,-0.8%,-6.1,5.8%,0.1%,i,16.5%,-10.2%,-0.1%
COc1ccc(S(=O)(=O)NCc2ccc(C(=O)O)cc2)cc1,8.6,-10.2%,11.3,-19.5%,-2.0%,i,0.0%,-6.7%,-9.0%
Cn1nc(C(=O)NCc2ccccc2)c2ccccc2c1=O,2.3,-7.8%,3.6,-1.8%,-4.2%,-1.0%[57.5 µM],35.7%[activator],26.4%,-0.3%
Cc1ccc(OCCNS(=O)(=O)c2ccc(Cl)cc2)cc1,1.0,-12.5%,-20.6,-0.9%,12.2%,45.8%,?,-37.3%[inhibitor],1.6%
Cc1ccc(-c2nnc(Nc3ccc(Cl)cc3)c3ccccc23)cc1S(=O)(=O)NCC1CCCO1 (stereo not drawn),5.8,9.6%,nt,0.6%,nt,-2.8%,?,19.9%,nt
COc1ccc(NC(=S)NN2CCOCC2)cc1OC,1.1,-7.8%,0.4,-4.6%,-1.7%,i,4.3%,0.0%,6.7%
CN1CCN(C(=O)/C(=C/c2cccs2)NC(=O)c2cccs2)CC1,2.4,-11.4%,8.4,-8.0%,1.3%,i,1.4%,0.0%,-5.5%
CSCCC(NS(=O)(=O)c1ccc2c(c1)Cc1cc(S(=O)(=O)NC(CCSC)C(=O)O)ccc1-2)C(=O)O (stereo not drawn),-0.9,16.7%,-9.3,4.2%,2.2%,i,8.9%,2.0%,-1.1%
CC(C)(C)SCCNS(=O)(=O)c1ccc2ccccc2c1,-3.6,-22.3%,2.0,-2.6%,13.0%,-18.6%,-5.7%,1.4%,7.6%
CN(C(=O)COn1nnc2ccc(S(=O)(=O)N3CCOCC3)cc21)c1ccccc1,6.0,-24.3%,22.3,-1.0%,7.4%,-15.7%,8.2%,11.2%,2.7%
C=CCC[C@@H](Cc1ccc(F)cc1)C(=O)OC[C@@H](NC(=O)[C@H](CC=C)CC(=O)N(CCO)Cc1ccccc1)c1ccccc1,-18.2,?,3.1,-4.2%,1.7%,-6.2%,?,-5.3%,0.9%
CSc1nc(C2CC2)cc(-c2cccs2)c1C#N,-3.3,?,-7.2,2.9%,-0.2%,i,?,-0.4%,6.9%
CCCCOCC(O)Cn1c(C)nc2ccccc21 (stereo not drawn),7.3,?,-8.7,-13.1%,10.6%,9.2%[57.5 µM],-29.1%,-8.4%,-2.3%
Cc1ccccc1NC(=O)COc1ccc(S(=O)(=O)N2CCCC2)cc1C,2.4,-0.6%,9.3,1.8%,-0.5%,i,-5.4%,5.1%,-12.2%
CCOc1ccc2nc(SC3CC(=O)N(c4ccc(OC)cc4)C3=O)sc2c1 (stereo not drawn),-2.7,-0.5%,5.6,?,-1.0%,-3.2%[57.5 µM],?,17.8%,-4.0%
O=C(O)C(F)(F)C(NCc1ccccc1)c1ccccc1 (stereo not drawn),-9.1,20.7%,-16.5,-1.5%,0.3%,-15.8%,35.5%[activator],-12.3%,-1.7%
C[C@@H]1CCCCO[C@H](CN(C)S(=O)(=O)c2cn(C)cn2)[C@@H](C)CN([C@H](C)CO)C(=O)c2cc(NC(=O)c3ccncc3)ccc2O1,-8.1,-1.9%,-20.0,-10.4%,13.4%,-14.8%,2.7%,28.6%,5.1%
